Growth percent in the NCI-60 one-dose screen (48 h, 10 µM unless noted): 100 = growth as untreated, 0 = no growth, -100 = all killed.
MALME-3M: MALME-3M melanoma. AID 1794766. 78,000 tested, 5.8% active
UACC-257: UACC-257 melanoma; 78,000 tested, 4.4% active
LOX IMVI: LOX IMVI melanoma | 79,000 tested, 7.4% active | AID 1794757
SK-MEL-5: SK-MEL-5 melanoma. 80,000 tested, 6.4% active. AID 1794755
SK-MEL-2: SK-MEL-2 melanoma; 77,000 tested, 4.7% active
HS 578T: HS 578T breast cancer; 78,000 tested, 4.1% active; AID 1794788
T-47D: T-47D breast cancer; 79,000 tested, 5% active
SK-MEL-28: SK-MEL-28 melanoma. 81,000 tested, 4.1% active. AID 1794761
* hit, by the source's call; nt = no result given; [ ] = remark or other dose. The calls were made as follows: active = growth percent below 10; inactive = the rest. Not a hit list. About 11% of those tested had a hit in this group.

no.	SMILES	MALME-3M	UACC-257	LOX IMVI	SK-MEL-5
1	C=C1C(=O)O[C@H]2[C@H]1CC/C(COC(=O)OCCCCCOC(=O)OC/C1=C/CC[C@@]3(C)O[C@H]3[C@H]3OC(=O)C(=C)[C@@H]3CC1)=C\CC[C@@]1(C)O[C@@H]21	-30.1*	-87.0*	-90.1*	-78.8*
2	S=C1NCCS1	106.0	99.9	92.9	95.2
3	CCCCN(CCCC)C(=O)CCl	104.5	103.8	102.4	100.1
4	COc1ccc(NC2=C(Sc3nc(C)cc(C)n3)C(=O)N(Cc3ccccc3)C2=O)cc1Cl	95.4[30 µM]	43.9[30 µM]	93.2[30 µM]	57.9[30 µM]
5	COc1cc(OC)cc(C(=O)Nc2cc(-c3cccnc3)nc(NCCCN3CCOCC3)n2)c1	109.8	88.6	88.1	68.3
6	Clc1ccc2c(NCCCN3CCOCC3)c3oc4ccccc4c3nc2c1	40.6	87.4	17.3	79.7
7	O=C(O)c1ccc(-n2cc(CNc3cccc(C(F)(F)F)c3)c(-c3ccc(F)cc3)n2)cc1	91.2	106.4	56.5	82.4
8	Nc1cc(=O)[nH]c(SCC(=O)Nc2nc(-c3ccccc3)cs2)n1	90.9	96.5	91.4	91.5
9	O=C(O)CCCc1cn(Cc2cn(CC(=O)Nc3ccc(Cl)cn3)nn2)c2ccccc12	100.9	105.9	91.3	93.9
10	COc1ccc2c(c1)/C(=C/c1c(-c3cc(OC)c(OC)c(OC)c3)nc3sc(C)cn13)C(=O)N2	111.3	103.9	96.8	87.9
11	C=CC(CO)N1CCCCC1 (stereo not given)	106.9	91.5	107.7	nt
12	Cc1ccc2c(Cn3cc(Cn4c(C)cc(=O)n(Cc5cn(Cc6cc(=O)oc7cc(C)ccc67)nn5)c4=O)nn3)cc(=O)oc2c1	95.8	102.8	98.3	98.7

no.	SK-MEL-2	HS 578T	T-47D	SK-MEL-28
1	-30.0*	33.8	-45.0*	-11.0*
2	101.4	101.3	98.2	108.5
3	111.7	114.6	99.4	112.2
4	96.5[30 µM]	-21.7*[30 µM]	41.9[30 µM]	102.6[30 µM]
5	84.1	69.0	72.8	101.2
6	81.3	58.2	76.5	70.6
7	61.6	105.3	89.1	81.2
8	94.5	98.7	70.1	115.5
9	105.8	95.4	104.7	109.1
10	94.6	101.5	56.8	94.8
11	106.0	97.5	117.8	112.8
12	124.2	104.3	108.3	104.0

Carrying on:
no.	SMILES	MALME-3M	UACC-257	LOX IMVI	SK-MEL-5
13	O=C(NCCCl)Nc1nccnc1OCc1ccc(Cl)cc1	117.3	109.0	99.6	111.9
14	COc1ccc(CC2=C(Nc3ccc4c(c3)OCO4)COC2=O)cc1	98.4	89.6	108.8	103.1
15	COc1ccc(/C=N/NC(=O)Cn2nc(Cc3ccccc3)c3onc(C)c3c2=O)cc1	88.2	106.5	86.4	94.6
16	N[C@H]1CCC[C@@H]1NCCCCN1C(=O)c2cccc3cc([N+](=O)[O-])cc(c23)C1=O	73.0	72.7	22.8	70.2
17	COc1ccc2oc(=O)cc(-c3nc(-c4ccccc4)c(-c4ccccc4)n3-c3ccc(C(=O)O)cc3)c2c1	95.7	112.4	56.3	59.2
18	Cn1c(SCc2nc(N)c3ccccc3n2)nnc1-c1cccs1	98.8	134.0	95.0	100.7
19	CN(Cc1ccccc1)c1nc(Cl)c(C2CC(c3ccccc3)=NN2C=O)s1 (stereo not given)	102.3	93.4	94.7	85.5
20	CCCCN(CCCC)c1cc(C(=O)CCCCCN)c2ccccc2n1	-74.4*	nt	-18.0*	98.3
21	COc1ccc(-n2nc(C(N)=O)nc2-c2cc(OC)c(OC)c(OC)c2)cc1	109.0	93.8	94.6	98.6
22	O=C(Oc1ccc(OC(=O)c2ccc(Cl)cc2)cc1)c1ccc(Cl)cc1	103.9	105.1	106.8	101.5
23	COc1ccc(-c2nc(SCCC(C)C)nc(Nc3ccc([N+](=O)[O-])cc3)c2C#N)cc1	107.6	85.4	85.7	94.7
24	COc1ccc(/C=C2\CCCCC3=C2N=C2SC(C)=CN2C3c2ccc(OC)c(OC)c2)cc1OC (stereo not given)	92.9	nt	99.3	nt

no.	SK-MEL-2	HS 578T	T-47D	SK-MEL-28
13	108.7	122.8	nt	109.0
14	109.6	93.5	94.1	94.6
15	110.2	76.3	67.1	114.9
16	84.2	65.4	57.5	93.6
17	nt	81.2	61.8	83.2
18	75.6	100.6	98.7	120.3
19	83.0	92.1	75.1	106.4
20	87.9	96.0	92.9	117.8
21	nt	103.7	96.3	109.4
22	101.4	107.0	104.3	115.7
23	99.3	89.9	71.8	103.2
24	nt	110.0	71.6	107.5

Continued.
no.	SMILES	MALME-3M	UACC-257	LOX IMVI	SK-MEL-5
25	C=CC(=O)OCCCl	92.7	101.0	97.9	104.7
26	CCOC(=O)c1sc(NCC(=O)Nc2ccc(Cl)cc2)c(C(=O)OCC)c1C	106.4	99.9	nt	nt
27	Cc1c(C)c2c(c(C)c1NC(=O)/C=C\C(=O)O)CCC(C)(CCCC(C)CCCC(C)CCCC(C)C)O2 (stereo not given)	nt	20.5	nt	-97.7*
28	CCCCNC(=O)N1CC(C(=O)OC)CC1=O (stereo not given)	111.5	97.3	100.9	96.1
29	COc1ccccc1C(=O)O/N=C(\N)Cc1cccc2ccccc12	23.6	73.9	70.6	70.4
30	Cc1cccc(OCC(O)CN2CCN(c3ccc(Cl)cc3)CC2)c1 (stereo not given)	153.4	107.5	96.8	100.4
31	CCOC(=O)/C(=C\c1ccc(-c2ccccc2)cc1)C(C)=O	87.1	119.7	98.4	98.7
32	COc1ccc(C2CC(=O)Nc3c2c(C)nn3-c2nc3ccccc3[nH]2)cc1OC (stereo not given)	38.5	89.0	44.2	71.2
33	CC(C)CCC(C)(C)O	100.8	104.5	93.2	100.5
34	Cc1nc(NC(=O)NC2CCCCC2)sc1C(=O)NN	-7.0*	101.0	93.5	106.1
35	CCOC(=O)c1cc(-c2ccc(OC)cc2)n(-c2ccc(C(=O)O)c(O)c2)c1C	91.3	97.0	82.9	68.1
36	COc1ccc(C(=O)COc2ccc(/C=C3\Cc4ccccc4C3=O)cc2)cc1	234.9	98.4	87.4	105.0

no.	SK-MEL-2	HS 578T	T-47D	SK-MEL-28
25	126.9	96.6	101.9	109.4
26	101.1	98.4	88.0	105.9
27	27.0	57.4	54.5	-10.6*
28	99.2	113.8	nt	106.0
29	89.6	97.0	93.3	113.8
30	109.6	107.3	107.4	100.3
31	103.5	102.6	105.0	99.1
32	77.8	nt	65.7	88.1
33	112.7	108.8	91.0	130.5
34	21.7	105.4	112.0	101.9
35	84.9	60.4	51.9	51.1
36	85.5	133.2	93.6	126.4

Entries from the list above that contain a nitro group on carbon (2):
no.	SMILES	MALME-3M	UACC-257	LOX IMVI	SK-MEL-5
16	N[C@H]1CCC[C@@H]1NCCCCN1C(=O)c2cccc3cc([N+](=O)[O-])cc(c23)C1=O	73.0	72.7	22.8	70.2
23	COc1ccc(-c2nc(SCCC(C)C)nc(Nc3ccc([N+](=O)[O-])cc3)c2C#N)cc1	107.6	85.4	85.7	94.7

no.	SK-MEL-2	HS 578T	T-47D	SK-MEL-28
16	84.2	65.4	57.5	93.6
23	99.3	89.9	71.8	103.2

(next part)
no.	SMILES	MALME-3M	UACC-257	LOX IMVI	SK-MEL-5
37	c1ccc(-c2noc3ncnc(Nc4ccc(Oc5ccc6ccccc6c5)cc4)c23)cc1	99.9	87.8	98.0	94.2
38	Cc1cc(N)c(S(=O)(=O)NO)cc1Cl	120.8	105.0	100.5	107.7
39	CCCCc1cn(CCCN2C(=O)C(=O)c3ccccc32)nn1	110.4	96.9	94.8	100.9
40	CC1(C)CC(=O)C2=C(C1)N(c1ccc(F)cc1F)C(N)=C(C#N)C2c1cccc(Br)c1 (stereo not given)	92.2	93.0	86.7	97.4
41	COc1cc(Oc2cc(-c3cccnc3)ccc2NC(=O)Nc2ccc(F)cc2F)cc(OC)c1OC	105.3	92.6	106.6	92.6
42	COc1cc(-c2nnc(-c3c(-c4ccccc4)nc4ncccn34)o2)cc(OC)c1OC	106.2	93.8	88.0	89.4
43	COc1ccc2c(c1OC)CO[C@@H]2[C@H]1c2c(cc3c(c2OC)OCO3)CCN1S(=O)(=O)c1cn(C)cn1	45.6	56.2	38.0	23.4
44	CCNS(=O)(=O)c1ncnc2nc[nH]c12	115.7	126.3	22.0	112.5
45	NNc1ccnc2c(N)cccc12	95.1	81.2	93.8	98.8
46	COc1cccc2cc(-c3cc4ccccc4[nH]3)c(=Nc3ccc(Cl)cc3)oc12	92.9	97.7	nt	101.0
47	NCCCC(O)(P(=O)(O)O)P(=O)(O)O	86.3	110.3	108.6	nt
48	CN1C(=O)C(=Cc2cn(Cc3ccccc3)c3ccc(Br)cc23)C(=O)N(C)C1=O	112.7	99.1	101.8	nt

no.	SK-MEL-2	HS 578T	T-47D	SK-MEL-28
37	111.9	93.9	87.3	102.7
38	113.3	94.4	97.8	111.0
39	109.2	100.2	98.8	100.2
40	93.1	68.9	87.9	105.3
41	112.2	99.9	71.5	119.1
42	nt	96.8	105.2	95.4
43	36.3	15.5	33.4	55.3
44	109.1	144.2	103.5	142.8
45	87.3	87.9	94.2	99.6
46	98.3	98.3	76.6	97.2
47	121.8	114.8	109.2	105.9
48	107.4	112.7	83.7	113.3

(continued)
no.	SMILES	MALME-3M	UACC-257	LOX IMVI	SK-MEL-5
49	CCCN(c1ccc(Cl)cc1)c1nc(-c2ccc([N+](=O)[O-])cc2)cs1	90.0	100.8	90.8	103.6
50	N#Cc1sc2nc(-c3cc4ccccc4o3)cc(-c3ccc(Cl)cc3)c2c1N	102.0	108.7	88.2	97.7
51	O=c1ccc(=O)n(-c2nc(-c3ccc(Cl)cc3)cs2)[nH]1	74.7	97.7	80.1	95.6
52	C[N+](C)(C)CCOC(=O)c1cccc(OCc2ccccc2)c1	96.9	100.3	95.9	100.5
53	COc1cc2[nH]c(=S)n(-c3ccc(S(=O)(=O)Nc4ccc(Cl)nn4)cc3)c(=O)c2cc1OC	101.3	101.0	99.9	100.8
54	Cc1ccc2nc(-c3ccc(C(=O)N/N=C/c4ccc(Cl)cc4)cc3)[nH]c2c1	115.3	107.5	95.3	99.9
55	CC1CN(C(=O)c2ccccc2)CC/C1=N\O (stereo not given)	98.1	nt	98.1	104.1
56	Cc1cc(Nc2nc(C(N)=O)nc3ccccc23)n[nH]1	84.1	98.4	104.3	102.9
57	Cc1ccc(C2CC(c3ccc(S(=O)(=O)NCCNc4nc(N(C)C)nc(N5CCOCC5)n4)cc3)=Nc3c(N)nc(N)nc3N2)cc1 (stereo not given)	57.3	72.6	17.7	34.5
58	COC(=O)C1C2CCCCC1C(=O)O2 (stereo not given)	102.0	109.4	93.4	99.8
59	Cn1cc(-c2cc3nc(-c4cn(C)c5ncc(Br)cc45)cc(N)n3n2)c2cc(F)ccc21	8.2*	24.4	-69.7*	40.4

no.	SK-MEL-2	HS 578T	T-47D	SK-MEL-28
49	98.4	90.8	84.0	106.6
50	80.4	100.3	81.9	99.6
51	95.8	88.5	75.0	86.4
52	111.0	100.1	106.7	102.2
53	102.3	95.7	107.6	100.1
54	107.9	108.7	98.1	109.8
55	107.3	118.0	98.2	114.9
56	77.7	98.5	89.0	92.2
57	86.2	47.8	43.8	71.1
58	105.5	100.6	91.5	112.8
59	88.8	35.0	2.8*	22.6

Gathered by group: the compounds so far containing fluorine
no.	SMILES	MALME-3M	UACC-257	LOX IMVI	SK-MEL-5
7	O=C(O)c1ccc(-n2cc(CNc3cccc(C(F)(F)F)c3)c(-c3ccc(F)cc3)n2)cc1	91.2	106.4	56.5	82.4
40	CC1(C)CC(=O)C2=C(C1)N(c1ccc(F)cc1F)C(N)=C(C#N)C2c1cccc(Br)c1 (stereo not given)	92.2	93.0	86.7	97.4
41	COc1cc(Oc2cc(-c3cccnc3)ccc2NC(=O)Nc2ccc(F)cc2F)cc(OC)c1OC	105.3	92.6	106.6	92.6
59	Cn1cc(-c2cc3nc(-c4cn(C)c5ncc(Br)cc45)cc(N)n3n2)c2cc(F)ccc21	8.2*	24.4	-69.7*	40.4

no.	SK-MEL-2	HS 578T	T-47D	SK-MEL-28
7	61.6	105.3	89.1	81.2
40	93.1	68.9	87.9	105.3
41	112.2	99.9	71.5	119.1
59	88.8	35.0	2.8*	22.6

Screens deposited in PubChem by NCI.
